High-throughput results (PubChem)
All columns: NCI-60 one-dose screen, growth in % after 48 h at 10 µM unless noted; 100 = growth as untreated, 0 = no growth, -100 = all killed.
UACC-257: UACC-257 melanoma. AID 1794764. 78,000 tested, 4.4% active
MALME-3M: MALME-3M melanoma; 78,000 tested, 5.8% active
SK-MEL-2: SK-MEL-2 melanoma. 77,000 tested, 4.7% active. AID 1794763
UACC-62: UACC-62 melanoma | 81,000 tested, 5.4% active | AID 1794756
HS 578T: HS 578T breast cancer; 78,000 tested, 4.1% active; AID 1794788
BT-549: BT-549 breast cancer. AID 1794793. 78,000 tested, 4.4% active
T-47D: T-47D breast cancer; 79,000 tested, 5% active; AID 1794792
LOX IMVI: LOX IMVI melanoma; 79,000 tested, 7.4% active
* hit, by the source's call; x = not tested or not shown; & = joins results of further samples. Rule for the calls: active = growth percent below 10; inactive = the rest.

SMILES	UACC-257	MALME-3M	SK-MEL-2	UACC-62	HS 578T	BT-549	T-47D	LOX IMVI
O=C(CCSc1nnc2n(Cc3ccccc3)c(=O)c3c4c(sc3n12)CCCC4)N1CCN(c2ccccc2)CC1	100.6	95.4	99.1	107.6	108.3	99.5	100.6	100.3
COc1ccc(C2c3cccn3-c3ccccc3N2C(C)=O)cc1 (configuration not stated)	109.3	93.0	116.8	86.3	x	95.4	103.0	96.1
Cc1ccc(-c2nc(C#N)c(N3CCN(S(=O)(=O)c4oc(-c5ccc(C)cc5)nc4C#N)CC3)o2)cc1	103.7	94.4	104.8	95.1	115.5	113.9	103.0	76.3
Cc1ccc2nc(C)[nH]c2c1	108.2	117.8	101.0	108.1	119.4	108.8	109.6	100.7
CCCc1ccc(-c2cn(CC(=O)Nc3nc4ccccc4s3)nn2)cc1	102.6	88.8	105.1	94.9	97.1	97.1	94.8	92.6
CCC1C[N+]2=C(c3cc(OC)c(OC)cc3CC2)c2c1cc1n2CCc2cc(OC)c(OC)cc2-1 (configuration not stated)	x	29.9	-1.2*	18.7	42.4	26.7	6.7*	41.7
CC(=O)c1cnn(-c2ccccc2)c1C	117.9	101.7	95.4	114.7	105.3	105.3	97.1	104.1
CCC(=O)OC1CCC(C(C)CC)CC1 (configuration not stated)	101.3	102.4	106.1	104.9	118.3	109.1	94.7	99.8
c1ccc2c(c1)cnc1c3ccccc3n(CCCn3ccnc3)c21	87.3	93.5	92.2	76.3	94.3	89.6	73.8	52.6
OCCN(CCO)CC(O)c1cc(-c2ccccc2)nc2ccccc12 (configuration not stated)	90.9	99.7	97.4	x	102.8	93.9	92.7	107.2
CN1CCN(Cc2ccc(C(=O)Nc3cncc(C#Cc4cnc5cccnn45)c3)cc2C(F)(F)F)CC1	19.2	28.3	31.8	74.2	54.8	78.3	81.2	56.0
N#C/C(=C\c1cc2ccccc2nc1Cl)C(=O)c1c[nH]c2ccccc12	84.9	81.8	94.1	77.0	74.9	96.3	73.8	67.8
CN(CSc1ccc(Cl)cc1)c1ccc(CSc2ccc(Cl)cc2)cc1	76.0	101.6	78.1	84.0	93.3	51.4	48.6	x
c1ccc(-c2nc(N3CCN(C(c4ccccc4)c4ccccc4)CC3)c3ccccc3n2)cc1	106.1	114.1	96.1	98.8	103.1	106.9	91.1	97.2
N=C(N)c1ccc(O)cc1	99.5	98.1	x	106.6	111.2	101.5	100.6	99.9
O=c1[nH]c(NCCc2cc3cc(Cl)ccc3[nH]2)nc2sc3c(c12)CCCC3	55.7	98.2	87.0	45.8	71.0	73.1	72.7	24.6
CCN(c1ccccc1)S(=O)(=O)c1cc(NC(=O)CCC(=O)O)ccc1N	97.3	91.9	101.2	98.0	92.7	102.7	97.3	94.8
Cc1ccc(CC#N)cc1C	127.0	120.7	x	103.0	173.1	124.4	98.4	96.7
Nc1[nH]nc2[nH]c(=S)nc(-c3ccco3)c12	97.0	116.6	98.3	82.1	105.5	100.4	89.0	99.7
COc1ccc2nc3ccccc3c(NCCNCCO)c2c1	-50.0*	-65.5*	-56.1*	-70.2*	-25.4*	8.1*	4.9*	-52.2*
CC/C(=C/c1cccc(OC)c1O)c1ccc2cccc(OC)c2[o+]1	110.0	117.2	105.6	76.0	118.1	104.4	100.8	111.2
CCCCCCCCSCc1ccc(N)cc1	109.3	92.5	98.8	91.9	107.7	97.6	95.5	123.2
C=C(Cn1cc(CO)nn1)[C@@H]1CC[C@]2(C(=O)OC)CC[C@]3(C)[C@H](CC[C@@H]4[C@@]5(C)CCC(=O)C(C)(C)[C@@H]5CC[C@]43C)[C@@H]12	82.4	98.5	92.4	76.8	103.6	97.0	91.4	100.7
Oc1c(Cl)cc(Cl)cc1-c1ccn[nH]1	91.4	107.1	114.9	92.7	114.3	106.9	111.8	91.4
N#C/C(=C\c1ccc(O)cc1)n1nnc2ccccc21	77.0	90.6	89.7	83.7	87.5	80.1	86.2	91.9
SMILES	UACC-257	MALME-3M	SK-MEL-2	UACC-62	HS 578T	BT-549	T-47D	LOX IMVI
Cc1nn(-c2ccc(Br)cc2)c2nc(C(F)(F)F)nc(Nc3ccc(NCc4c(-c5ccccc5)no[n+]4[O-])cc3)c12	95.7	77.7	103.8	62.5	83.2	97.4	85.6	48.5
Cn1c2ccc(O)cc2c2cc3ncccc3nc21	122.2	85.0	101.5	x	88.4	89.2	80.9	56.3
CCOC(=O)c1ccc(NC(=O)c2cn(-c3ccccc3)nc2-c2ccncc2)cc1	105.5	116.0	117.7	103.8	109.9	77.2	72.8	x
Cc1ccccc1Cn1cc(CSc2nc3ccccc3s2)nn1	103.7	95.5	101.1	90.6	96.4	100.6	93.8	96.7
N/C(=N\C(N)=N\c1nc2ccccc2s1)c1ccncc1	95.3	81.5	41.0	44.6	80.3	61.7	65.4	55.8
COc1ccccc1N1CCN(CCn2c(=O)c3sc4ccccc4c3n(C)c2=O)CC1	88.5	116.3	83.2	98.1	102.1	100.2	75.9	97.6
Cc1cc2nc(C(Cl)Cl)nc(-c3cccs3)n2n1	33.1	39.7	97.7	45.5	3.9*	74.1	30.6	74.7
CC(=O)c1ccc2c3c(ccc([N+](=O)[O-])c13)CC2	86.5	104.7	109.3	101.4	112.1	96.3	94.8	114.3
[N-]=[N+]=NCCN(Cc1ccccc1)Cc1ccccc1	109.8	101.7	102.5	90.5	99.7	97.7	97.8	96.0
C=CCN(CC=C)C(=O)[C@H](CC)[C@@H]1CC[C@@H](C)[C@@H]([C@H](C)[C@@H](O)[C@@H](C)C(=O)[C@H](CC)C2O[C@]3(C=C[C@@H](O)[C@]4(CC[C@@](C)([C@H]5CC[C@](O)(CC)[C@H](C)O5)O4)O3)[C@H](C)C[C@@H]2C)O1 (some centres not stated)	7.9*	-22.4*	-7.1*	14.3	13.4	27.3	9.1*	17.0
Cc1nc2c([N+](=O)[O-])c(Cl)c(Cl)cc2n1Cc1ccc(B2OC(=O)CN(C)CC(=O)O2)cc1	101.9	100.8	89.6	61.4	64.8	46.6	79.2	61.8
CCOC(=O)c1c(NC(=O)C2CCCCC2C(=O)O)sc2c1CCCC2 (configuration not stated)	92.1	109.3	107.0	103.4	103.3	102.4	102.7	90.0
CCOC(=O)C1CCCC1O (configuration not stated)	98.9	107.4	106.9	110.8	x	104.4	96.0	98.2
CCN1CCN(CCNc2nccc(-c3c(-c4ccc(F)c(O)c4)nc4occn34)n2)S1(=O)=O	43.6	26.4	1.4*	-44.9*	42.6	21.2	-1.8*	15.6
CCNc1nc(-c2ccc(Cl)c(OC)c2)c(-c2ccnc(NCCCNS(=O)(=O)c3ccc(Cl)cc3)n2)s1	29.2	7.6*	-27.1*	29.7	64.3	52.0	37.4	56.3
Cc1ccc(-c2nc(SCC(=O)c3ccccc3)nc(Nc3cccc(S(N)(=O)=O)c3)c2C#N)cc1	110.6	108.7	106.7	105.6	104.8	118.8	97.8	88.7
CN1CCN(C(=O)c2ccc3cc(CCNc4ncnc5ccc(C#N)cc45)ccc3c2)CC1	74.5	90.3	64.5	65.3	87.8	55.7	31.4	64.3
O=C(NCCNc1nccc(-c2c(-c3cccc(F)c3)nc3sccn23)n1)c1ccccc1	63.1	23.7	51.4	11.2	64.7	71.2	34.5	35.1
OCc1cc(CN2CCC(N3CCCCC3)CC2)c(O)c2ncccc12	86.2	102.0	94.7	72.0	93.6	71.4	65.0	58.1
CN1C(=O)C(C2=NN(c3cc(Cl)cc(Cl)c3)C(c3ccc(Cl)cc3)C2)C(=O)N(C)C1=O (configuration not stated)	45.1	80.5	x	43.5	x	88.7	73.5	99.9
CN(CC(=O)Nc1sc2c(c1C#N)CCCCC2)Cc1ccccc1	98.7	90.3	102.9	79.8	107.0	106.9	82.3	27.6
COC12C=C/C(=C(/C(=O)OCc3nc4ccccc4s3)C(=O)CCCCCCCCC3(OC)C=C/C(=C(/C(=O)OCc4nc5ccccc5s4)C(=O)CCCCCCCC1)O3)O2	82.6	78.9	85.4	49.2	90.5	80.0	36.7	55.7
C/C(=C\CCc1ccsc1)CC/C=C(\C)CCCO	x	96.0	x	108.4	109.6	110.7	92.5	x
COc1cc(OC)cc(C(=O)NCCCl)c1	91.7	93.7	143.4	97.9	106.4	110.6	101.7	107.8
Cc1cc(Nc2nc(-c3ccncc3)nc3ccccc23)n[nH]1	90.0	88.8	57.6	55.3	22.6	82.7	x	62.7

Retrieved by compound from above (two):
SMILES	UACC-257	MALME-3M	SK-MEL-2	UACC-62	HS 578T	BT-549	T-47D	LOX IMVI
COc1cc(OC)cc(C(=O)NCCCl)c1	91.7	93.7	143.4	97.9	106.4	110.6	101.7	107.8
COc1ccccc1N1CCN(CCn2c(=O)c3sc4ccccc4c3n(C)c2=O)CC1	88.5	116.3	83.2	98.1	102.1	100.2	75.9	97.6

(next part)
SMILES	UACC-257	MALME-3M	SK-MEL-2	UACC-62	HS 578T	BT-549	T-47D	LOX IMVI
O=C(c1ccc(Br)cc1)[C@@H]1[C@@H]2CCCN2[C@]2(C(=O)Nc3ccccc32)[C@H]1c1ccc(O)cc1	100.9	92.4	99.0	75.5	112.8	95.1	72.9	x
CCNC(=O)Nc1ccccc1CNc1nc(Nc2ccc(OCCN3CCCC3)cc2)ncc1Cl	101.6	92.7	101.5	98.9	90.2	86.9	92.0	70.0
CCCn1cc(/C=N\N=C2\C(=O)Nc3ccc([N+](=O)[O-])cc32)c2ccccc21	97.6	119.4	101.4	96.1	101.8	102.3	93.5	101.5
CCOP(=O)(NCC(=O)Nc1nc(-c2cccc(NS(=O)(=O)c3cccc4c(N(C)C)cccc34)c2)cs1)OCC	x	68.4	x	43.7	78.0	49.3	22.8	75.6
N#CC1=C(N)Oc2ccc3ccccc3c2C1c1ccccc1Cl (configuration not stated)	66.7	46.2	45.9	24.2	40.4	31.7	38.0	x
CCOc1cc2c(cc1OCC)C(c1cc3c(cc1Br)OCO3)NCC2 (configuration not stated)	113.5	108.3	95.6	89.0	91.2	115.3	96.3	92.6
CC1(C)OC2OC(COC(=O)c3ccccc3)C(O)C2O1 (configuration not stated)	111.5&100.7	104.2&88.4	108.9&99.9	105.0&104.5	110.0	107.6&105.7	101.6&93.4	90.6&95.2
NNC(=O)CC1=NNC(=O)C1	109.1	x	106.2	94.7	110.7	104.4	106.1	93.3
O=C1C(c2ccccc2)CN1Cc1ccccc1 (configuration not stated)	105.1	98.9&106.1	121.7	97.2&107.3	106.5	109.1&94.9	101.9&95.0	100.7
FC(F)(F)c1cccc(Nc2nc(-c3ccccc3)nc3ncccc23)c1	-52.7*	-83.1*	103.6	-50.6*	-49.5*	60.8	82.9	x
Cc1nnc(-c2ccc3c(c2)nc(-c2cccs2)n3C2CCCCC2)o1	114.2	101.7	101.6	83.9	106.0	84.8	72.5	88.7
CC(C)N1CSC(=S)NCCNC(=S)SC1	84.0	105.4	x	99.9	x	90.8	107.2	118.2
O=C(/C=C/c1sc(Cl)nc1Cl)c1ccccc1	94.9	95.7	103.6	93.5	102.5	106.8	98.3	3.6*
O=C(OCCc1ccccc1)c1ccccc1O	115.4	102.1	102.2	96.5	x	89.5	100.3	113.4
CCn1c(SCC(=O)c2ccc(Br)cc2)nnc1-c1cc2c([nH]c3ccccc32)c(-c2cccc(O)c2)n1	83.8	64.6	69.9	89.6	73.7	71.9	29.4	48.2
COC(=O)c1cc(=O)nc(N/N=C/c2ccccc2)s1	104.6	x	x	111.5	99.5	109.0	109.2	107.3
O=C(Nc1ccc(N2CCOCC2)cc1)c1cncnc1Nc1ccc(OCc2cccc(F)c2)c(Cl)c1	82.1	87.4	107.8	83.8	68.3	97.2	71.6	92.5
c1ccc(-c2nc(N3CCNCC3)c3oc(-c4ccccc4)nc3n2)cc1	101.0	-93.9*	-34.1*	-82.0*	-60.7*	105.9	-41.9*	-81.9*
O=C1CCC(Nc2ccccn2)N1 (configuration not stated)	90.2	120.8	91.9	91.6	94.2	80.8	94.0	94.0
Nc1ncc(-c2ccc(NS(=O)(=O)c3ccc(Br)cc3)cc2)[nH]1	104.6	86.7	93.8	77.1	90.9	95.3	83.3	96.1
CCOC(=O)C(=Cc1ccc(C#N)cc1)C(=O)OCC	14.6	-10.9*	42.9	10.6	78.5	47.3	9.6*	-54.9*
Cc1cccc(N)c1O	104.4	98.9	106.4	95.5	108.7	94.6	102.4	100.7
CCOC(=O)C(=O)N(CCC(=O)O)c1ccccc1	101.9	94.7	109.3	100.2	107.3	109.3	x	97.8
CCC(=O)c1cccc([N+](=O)[O-])c1	95.2	89.3	96.5	100.9	104.6	104.4	100.3	98.7
CCC1(CC)SCCNC1=O	92.7	96.8	106.2	102.0	100.3	100.5	89.2	93.7
CC(N)C(=O)OC(C)(C)Cc1ccc(Cl)cc1 (configuration not stated)	107.1	89.0	98.6	103.0	112.9	93.2	91.3	95.7

As a working copy, ten of the compounds above:
SMILES	UACC-257	MALME-3M	SK-MEL-2	UACC-62	HS 578T	BT-549	T-47D	LOX IMVI
O=C(Nc1ccc(N2CCOCC2)cc1)c1cncnc1Nc1ccc(OCc2cccc(F)c2)c(Cl)c1	82.1	87.4	107.8	83.8	68.3	97.2	71.6	92.5
c1ccc(-c2nc(N3CCNCC3)c3oc(-c4ccccc4)nc3n2)cc1	101.0	-93.9*	-34.1*	-82.0*	-60.7*	105.9	-41.9*	-81.9*
O=C1CCC(Nc2ccccn2)N1 (configuration not stated)	90.2	120.8	91.9	91.6	94.2	80.8	94.0	94.0
Nc1ncc(-c2ccc(NS(=O)(=O)c3ccc(Br)cc3)cc2)[nH]1	104.6	86.7	93.8	77.1	90.9	95.3	83.3	96.1
CCOC(=O)C(=Cc1ccc(C#N)cc1)C(=O)OCC	14.6	-10.9*	42.9	10.6	78.5	47.3	9.6*	-54.9*
Cc1cccc(N)c1O	104.4	98.9	106.4	95.5	108.7	94.6	102.4	100.7
CCOC(=O)C(=O)N(CCC(=O)O)c1ccccc1	101.9	94.7	109.3	100.2	107.3	109.3	x	97.8
CCC(=O)c1cccc([N+](=O)[O-])c1	95.2	89.3	96.5	100.9	104.6	104.4	100.3	98.7
CCC1(CC)SCCNC1=O	92.7	96.8	106.2	102.0	100.3	100.5	89.2	93.7
CC(N)C(=O)OC(C)(C)Cc1ccc(Cl)cc1 (configuration not stated)	107.1	89.0	98.6	103.0	112.9	93.2	91.3	95.7
